Source: PubChem BioAssay
Cdc42 wt GTP: changes GTP binding to wildtype human Cdc42. GST-Cdc42 beads, Bodipy-GTP binding, flow cytometry; actives lie on both sides. percent activity (GTP binding), % at 10 µM. 190,000 compounds, 0.2% hits. AID 761;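 active means percent activity GTP binding at least 20 points away from the 100% baseline, either down as inhibitor or up as activator; inconclusive means compound flagged as likely green fluorescent from well-wide comparison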;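 further: median bead fluorescence of bound Bodipy-FL-GTP at 100 nM; 0% = excess unlabeled GTP control and 100% = no compound control; below 100% means less GTP binding so inhibitor and above means activator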
Target sequence (P60953 whole entry, looked up): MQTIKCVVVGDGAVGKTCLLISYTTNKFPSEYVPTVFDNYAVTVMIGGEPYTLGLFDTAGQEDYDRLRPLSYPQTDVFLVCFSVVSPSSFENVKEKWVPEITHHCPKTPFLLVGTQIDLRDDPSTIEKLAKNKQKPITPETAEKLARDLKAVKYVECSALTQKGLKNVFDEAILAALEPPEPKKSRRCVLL
Pf gametocyte: kills late stage P. falciparum gametocytes; P. falciparum stage V gametocytes, ATP luminescence, 24 h; inhibition, % at 10.9 µM; 150,000 compounds, 0.065% hits;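 active means inhibition above the mean plus 3 SD of compounds within the control limits, set per campaign, cut at about 38% in these data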;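 further: 0% = DMSO wells and 100% = medium only without gametocytes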
Mcl1 Bid PPI: Mcl-1/Bid interaction inhibition | TR-FRET Mcl-1/Bid-Dy647 peptide binding, 1536-well | inhibition, % at 21.7 µM | 220,000 compounds, 0.97% hits | AID 1021;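 active means compounds that cut the binding signal by more than half at the single screening dose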;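 further: His-tagged Mcl-1 with europium anti-His antibody binding Bid BH3 peptide; 0% = Mcl-1 plus peptide wells and 100% = peptide-only wells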
Bim-Mcl-1: human Bim-Mcl-1 interaction inhibition. Q07820. Bead-based flow cytometry, Bim peptide-Mcl-1 binding. inhibition, % at 10 µM. 190,000 compounds, 0.1% hits. AID 1009; in the data active means inhibition above about 40%;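 further: 0% = no compound tracer wells and 100% = peptide blocker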
Rab2 wt GTP: changes GTP binding to wildtype dog Rab2A, up or down. GST-Rab2 wt beads, Bodipy-GTP binding, flow cytometry. GTP binding activity, % at 10 µM. 190,000 compounds, 0.19% hits;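 active means GTP binding activity at least 20 points away from 100%, either lowered or raised; inconclusive means signal likely due to the compound's own green fluorescence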;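 further: 0% = beads with excess unlabeled GTP and 100% = no-compound control corrected for plate trend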
Rac1 mut GTP: human Rac1 activated mutant GTP binding change; GST-Rac1 activated beads, fluorescent GTP binding, flow cytometry; actives lie on both sides; 100% means binding = to untreated wells; percent activity (GTP binding), % at 10 µM; 190,000 compounds, 0.11% hits; AID 764;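 active means GTP binding at least 20 percentage points away from the 100% baseline, in either direction, so actives lie on both sides; inconclusive means Compound likely fluorescent itself, or too few beads counted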
RGS8-Gao reg: regulators of human RGS8-Galphao interaction | P09471 | multiplexed bead flow cytometry, RGS8-Galphao binding; actives lie on both sides | response (percent of control binding), % at 10 µM | 220,000 compounds, 0.34% hits | AID 1423; in the data active means response below about 60% or above about 140%; inactive means in between;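 further: Galphao activated as the GDP aluminium fluoride complex binding bead-coupled RGS8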
Target sequence (P09471 whole entry, looked up): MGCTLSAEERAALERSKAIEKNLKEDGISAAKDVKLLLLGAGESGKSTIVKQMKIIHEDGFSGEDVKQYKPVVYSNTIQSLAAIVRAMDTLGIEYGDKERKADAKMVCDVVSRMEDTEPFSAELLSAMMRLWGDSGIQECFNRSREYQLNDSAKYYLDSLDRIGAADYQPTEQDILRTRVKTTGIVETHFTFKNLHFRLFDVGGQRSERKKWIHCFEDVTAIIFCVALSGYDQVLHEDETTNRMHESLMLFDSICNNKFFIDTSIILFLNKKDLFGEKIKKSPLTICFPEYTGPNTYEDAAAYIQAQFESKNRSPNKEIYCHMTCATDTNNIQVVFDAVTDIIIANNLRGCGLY
HRas wt GTP bind: human HRas wildtype GTP binding, change in either direction; P01112; GST-Ras wt beads, Bodipy-FL-GTP binding, flow cytometry; actives lie on both sides; GTP binding activity, % at 10 µM; 190,000 compounds, 0.14% hits;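 active means GTP binding activity at least 20% away from the 100% baseline, either lowered as inhibitor or raised as activator; inconclusive means flagged as likely green fluorescent, judged across all proteins in the well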;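 further: 0% = unlabeled GTP competition control and 100% = no-compound control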
Target sequence (P01112 whole entry, looked up): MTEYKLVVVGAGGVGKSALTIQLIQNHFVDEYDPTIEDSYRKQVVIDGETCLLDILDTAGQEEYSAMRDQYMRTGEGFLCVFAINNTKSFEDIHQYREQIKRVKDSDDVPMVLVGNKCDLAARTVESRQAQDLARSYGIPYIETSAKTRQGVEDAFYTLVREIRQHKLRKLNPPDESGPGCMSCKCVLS
Rab7 wt modul: dog Rab7 wildtype GTP binding, inhibitors and activators. AID 758. GTP binding activity (percent of control), % at 10 µM. GST-Rab7 beads, fluorescent GTP binding, flow cytometry; actives lie on both sides; untreated = 100%, excess cold GTP = 0%. 190,000 compounds, 0.055% hits;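 active means fluorescent GTP binding to Rab7 beads changed by at least 20 points from the 100% baseline, either direction, mostly lower; inconclusive means compound itself probably fluorescent, or too few beads counted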;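 further: median green fluorescence of bound Bodipy-FL-GTP per Rab7 bead population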
Mcl1-Noxa inh: disrupts binding of human Mcl-1 to Noxa peptide; AID 1022; Q07820; TR-FRET Mcl-1/Noxa peptide binding, 2 h; 220,000 compounds, 1.5% hits; inhibition, % at 21.7 µM;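 active means compounds that cut the protein-peptide binding signal by more than 50% relative to plate controls in a single-dose test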;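 further: His-tagged Mcl-1 with rhodamine Noxa BH3 peptide and terbium anti-His antibody; 0% = Mcl-1 plus Noxa peptide wells and 100% = peptide-only wells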
Rac1 wt GTP bind: alters GTP binding to wildtype human Rac1 | P63000 | GST-Rac1 beads, fluorescent GTP binding, flow cytometry; actives lie on both sides; 0 = cold GTP competed, 100 = untreated | GTP binding activity (% of control), % at 10 µM | 190,000 compounds, 0.27% hits;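 active means GTP binding activity at least 20 points away from the 100% control level, either lower or higher; inconclusive means compound flagged as likely green fluorescent, judged across all proteins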
An asterisk follows results filed as active; ? = inconclusive; . = no result given. Rows are unselected. About 2.9% of those tested had a hit in this group.

SMILES	Cdc42 wt GTP	Pf gametocyte	Mcl1 Bid PPI	Bim-Mcl-1	Rab2 wt GTP	Rac1 mut GTP	RGS8-Gao reg	HRas wt GTP bind	Rab7 wt modul	Mcl1-Noxa inh	Rac1 wt GTP bind
Cc1nnc(NC(=O)c2ccccc2F)s1	?	15	-28	-7	?	?	99	?	?	.	?
O=C(N/N=C/c1cc([N+](=O)[O-])ccc1O)Nc1ccccc1	95	-20	-33	4	97	93	98	97	98	20	100
COc1ccc(C(=O)NCCSc2ccc(C)cc2)cc1	101	.	-11	-1	98	97	100	103	101	11	103
O=C(NCC1CCCO1)c1ccc(CSCc2cccc(F)c2)o1 (stereo unspecified)	106	23	89*	-2	103	100	102	104	104	7	107
Cc1nc(SCC(=O)c2cccc([N+](=O)[O-])c2)n[nH]1	95	-7	-10	-3	98	94	97	98	100	17	93
O=C(CSc1nc2ccccc2c(=O)n1Cc1ccccc1)NCc1ccco1	100	.	2	2	96	95	108	98	92	-16	97
COc1cccc(Nc2cc(N3CCOCC3)c3nonc3c2[N+](=O)[O-])c1	102	-1	-12	-5	102	100	101	102	105	7	107
CC(C)(C)C(=O)Nc1nnc(CSCc2ccccc2F)s1	102	4	5	-2	98	99	103	99	99	14	105
CCC(=O)Nc1ccc(NC(=O)CSc2nnc(C(C)C)n2C)cc1	96	-3	-3	-1	98	94	99	95	98	11	97
Cc1cc(-c2ccc(Br)cc2)n[nH]1	96	-7	-30	0	97	91	100	95	97	4	91
CC1CCc2nn(CC(=O)NC3CCCC(C)C3C)cc2C1 (stereo unspecified)	101	.	-9	0	102	96	100	100	98	-6	98
NC(=O)c1cc[n+](CC(=O)c2ccc(NC(=O)c3ccccc3)cc2)cc1	98	12	-7	-3	95	97	102	95	92	13	104
CC(C)CC(NC(=O)c1ccco1)C(=O)Nc1ccc2c(c1)OCCO2 (stereo unspecified)	104	.	-32	0	104	103	96	104	101	16	108
CN1C(=O)C(O)(c2nnc(-c3ccccc3)o2)c2ccccc21 (stereo unspecified)	95	.	-6	0	98	96	105	98	98	-5	100
CC(C)CNC(=S)NNC(=O)c1csc2c1CCC(C)C2 (stereo unspecified)	102	.	-72	-3	96	98	102	99	96	-50	103
Cc1cc(C)cc(SCc2noc(C(=O)NC(C)C)c2C(=O)O)c1	90	4	29	10	94	90	89	93	94	19	91
O=C(NCC(=O)N(c1cccc(F)c1)C(C(=O)NC1CCCC1)c1ccco1)c1ccco1 (stereo unspecified)	102	-18	4	3	99	94	82	98	95	8	102
O=C(COC(=O)c1cccs1)c1ccc2ccccc2c1	94	-2	-3	-2	95	90	104	93	91	4	96
O=C(Nc1ccccc1)N1CCC(c2ccccc2)C1 (stereo unspecified)	102	.	-9	-7	98	98	100	98	99	-4	103
COc1cc(NC(=O)C2CC2)c(C(=O)O)cc1OC	105	19	20	0	102	99	100	101	101	7	104
CCc1noc(C)c1C(=O)N1CCCC(CCC(=O)NCc2cccc(OC)c2)C1 (stereo unspecified)	97	21	-20	0	99	97	109	100	103	10	100
O=C(NCCCN1CCN(c2cccc(Cl)c2)CC1)c1cccc(N2CCCC2=O)c1	103	.	-9	-2	96	100	101	98	103	-5	99
Cc1cccc(-n2nc(CC#N)c(C#N)c2N)c1	82	-1	-18	6	78*	91	102	82	90	20	82
CCOC(=O)c1oc2ccccc2c1NC(=O)COc1ccc(F)cc1	101	.	-20	-2	100	101	101	105	104	11	105
O=C(NCc1ccco1)c1ccc2c(c1)C(=O)N(C1CCCCC1)C2=O	97	.	-7	2	96	95	100	97	98	15	98
COc1ccccc1OCC(=O)NCCc1nc2ccccc2[nH]1	99	.	-5	0	100	100	99	101	99	12	102
Cc1cccc2cc(CN(Cc3ccc(F)cc3)C(=O)N3CCOCC3)c(=O)[nH]c12	97	0	0	-4	101	99	90	98	99	-12	103
OCc1ccccc1N=c1ssnc1Cl	102	.	12	-14	98	95	88	100	103	-2	104
Cc1ccc(C(CC(=O)N2CCCC2)c2ccccc2)c(O)c1C (stereo unspecified)	106	-4	-12	1	106	104	101	104	103	5	106
C[C@@H](C(=O)Nc1cccc(S(=O)(=O)N2CCOCC2)c1)N1C(=O)C2CC=CCC2C1=O (stereo partly specified)	97	30	-15	-1	99	96	98	98	99	4	97
CC12c3ccccc3C(c3ccccc31)C1C(=O)N(Cc3cccnc3)C(=O)[C@H]12 (stereo partly specified)	102	-2	8	-4	101	100	104	101	102	-9	104
COC(=O)C1=C(C)N(C)C(=S)NC1c1cc(OC)ccc1OC (stereo unspecified)	92	-12	-15	0	96	93	95	97	104	3	97
O=C(CCCSc1nc2ccccc2[nH]1)NC1CCCCC1	100	9	9	2	100	99	125	97	94	8	101
O=C(Cc1cccs1)Nc1nnc(-c2ccc(F)cc2)s1	102	17	-2	0	100	96	98	97	96	4	102
CCN(CC)CCCNC(=O)CCC(=O)Nc1ccc2nc(N3CCCCC3)cc(C)c2c1	104	6	-11	0	99	98	100	100	106	20	98
CCS(=O)(=O)c1nc2ccccc2n1Cc1ccccc1Cl	99	.	-12	0	97	97	99	95	95	-20	98
O=C(CSCc1ccc(F)cc1)NC1CCCC1	102	.	-10	2	100	98	109	99	99	0	100
COc1cccc(C2=NOC(C(=O)Nc3cccc(C(C)=O)c3)C2)c1 (stereo unspecified)	105	.	-36	1	105	102	97	105	105	2	105
N=C1S/C(=C\c2ccccc2)C(=O)N1c1ccc(F)cc1	103	11	-56	-14	102	100	104	99	99	13	102
O=C(CSc1nnc(CN2CCOCC2)n1-c1ccc(Cl)cc1)Nc1ccc2c(c1)OCO2	100	-15	-15	-3	103	97	101	101	105	12	101
Cn1c(=NC(=O)c2ccc3c(c2)OCCO3)sc2cc(S(C)(=O)=O)ccc21	96	22	6	-1	98	94	94	97	102	-3	100
COc1ccc(CCNc2cn[nH]c(=O)c2Cl)cc1OC	102	10	-11	-3	102	98	98	102	106	-2	103
CCOC(=O)Cn1c2c(c(=N)c3c1CCC3)CCC2	100	7	-8	9	99	98	97	100	100	-12	103
COc1ccc(NC(=O)N2CCC(n3cnc4ccccc43)CC2)cc1	99	-69	-34	-3	98	96	102	97	97	-3	100
COc1ccccc1Nc1nc(N)nc(CSCCO)n1	103	15	6	0	99	97	90	100	98	16	98
Cc1cc(NC(=O)CSc2ccc3nnc(-c4ccc(F)cc4)n3n2)no1	95	.	-2	-3	92	91	101	93	98	1	91
Fc1cc(F)cc(NC(=S)NCCCN2CCOCC2)c1	97	.	-45	-6	97	97	110	98	100	15	102
Cc1c(C(=O)O)sc2ncnc(N3CCCCC3C)c12 (stereo unspecified)	95	.	-12	1	94	90	97	97	95	15	98
COc1cccc(C(=O)Nc2ccc(-n3nncc3C(C)(C)C)cc2)c1	97	-7	-9	-2	98	97	104	101	105	-12	102
CCOC(=O)N/N=C/c1cn(CCCOc2ccc(C)cc2)c2ccccc12	99	-11	-28	-5	102	102	88	100	100	2	106
O=C(NCC1CCCO1)C1CCN(S(=O)(=O)Cc2ccccc2)CC1 (stereo unspecified)	104	.	-4	4	108	103	101	107	106	12	108
COc1cccc(-c2nc(-c3ccccc3)no2)c1	102	.	-3	0	101	99	99	102	102	-1	101
COc1ccc2cc(S(=O)(=O)N3CCN(C)CC3)ccc2c1	100	.	-16	-5	100	100	102	102	101	0	107
O=C(NC1CCCCC1)N(Cc1ccc(F)cc1)Cc1nc2ccccc2c(=O)[nH]1	100	-2	-14	-5	100	99	102	99	100	-3	108
CCOC(=O)c1c(C)n(C)c2ccc(OC)c(NC(=O)CN3CCC4(CC3)OCCO4)c12	97	9	-21	0	96	96	102	97	96	17	97
CCn1nnnc1NCc1cccc(Cl)c1	99	-7	-24	-1	96	98	99	99	96	10	97
Cc1ccc(-n2c(CNc3ccc(C)c(Cl)c3)n[nH]c2=S)cc1	99	-14	-63	-5	95	95	101	93	93	-1	92
CCCCN(C)CCNC(=O)Cn1c(=O)sc2ccccc21	103	.	-20	0	101	101	101	103	101	21	106
COc1cccc(/C=N/NC(=O)CCCc2ccc(OC)c(C)c2)c1	100	-13	-1	-1	96	98	88	98	97	12	99
O=C(c1cccc(C(=O)N2CCN(c3ccc(F)cc3)CC2)c1)N1CCN(c2ccc(F)cc2)CC1	103	.	-73	.	104	98	99	104	103	8	101

Next section.
SMILES	Cdc42 wt GTP	Pf gametocyte	Mcl1 Bid PPI	Bim-Mcl-1	Rab2 wt GTP	Rac1 mut GTP	RGS8-Gao reg	HRas wt GTP bind	Rab7 wt modul	Mcl1-Noxa inh	Rac1 wt GTP bind
CCOC(=O)c1c(/N=C/C2C(=O)CCCC2=O)sc(C)c1C	102	-7	-35	-10	99	98	102	100	100	-9	103
COc1ccc(NC(=O)/C(=C/c2ccc3c(c2)OCO3)NC(C)=O)cc1	104	0	-22	-1	99	98	100	99	102	8	104
Cc1cccc(C)c1NC(=O)CSc1nc2ccccc2c(=O)[nH]1	95	7	-12	0	91	93	101	95	97	13	91
Cc1nn(Cc2ccc(Cl)cc2)c2sc(C(=O)OCC(N)=O)cc12	103	.	-16	-3	98	99	103	100	98	20	106
Cc1ccc(-c2nc3ncccn3c2NC2CCCC2)o1	105	.	-24	-3	101	99	98	102	97	3	103
O=C(Nc1ccc2c(c1)OCO2)NC1(C(F)(F)F)Oc2ccccc2O1	110	2	-40	1	109	101	99	111	111	19	105
Fc1ccc(-c2cnc3n2CCCCC3)cc1	99	-13	-24	-2	102	98	99	102	108	10	101
Nc1ccc(N=Nc2ccc(N)cc2)cc1	89	-7	-30	0	93	91	101	93	94	17	84
CC(=O)c1ccc(NC(=O)C2CCCNC2=O)cc1 (stereo unspecified)	103	2	-1	0	102	100	97	102	101	-2	101
CC1CN(CCCCOc2ccc(F)cc2)CC(C)O1 (stereo unspecified)	100	-31	-11	0	102	95	100	103	107	6	105
COC(=O)c1ccc(NS(=O)(=O)c2ccc(OC)cc2)cc1	102	.	-3	2	97	97	101	100	98	16	101
COc1ccc(NC(=S)N2CCC(C(=O)c3ccc(F)cc3)CC2)c(OC)c1	98	-4	-30	-2	100	97	101	98	105	-1	101
